Compound activity: PubChem, several laboratories
PolyA inhibitor – polyadenylation inhibitors in yeast reporter cells, primary screen, luminescence, S. cerevisiae; S. cerevisiae SKY197-pL101 polyadenylation reporter, beta-gal luminescence; efflux-impaired pdr1/pdr3 knockout yeast; score 100 = 6 SD above DMSO; calls only at 12 µM; hit rate 0.02% among 300,000;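 active means lowest replicate activity score at least 50, where 100 means six control SD above control mean; inconclusive means lowest score under 50 but half or more replicates reach 50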;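 further: yeast exposed to compound for 9 h at 30 °C; higher score means more reporter readthrough which indicates perturbed polyadenylation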
DYRK1A inh – rat Dyrk1A kinase inhibitors, primary screen, biochemical, single point, plate reader | AID 504441, 2011 | hit rate 0.43% among 310,000 | inhibition, % at 12.5 µM | ADP-Glo luminescence, NFATc1 peptide | Dual specificity tyrosine-phosphorylation-regulated kinase 1A (Rattus norvegicus), Q63470; in the data active means inhibition above about 50%;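 further: plate controls were vehicle with enzyme for no effect and no enzyme for full effect; many of its hits are not listed in these tables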
Platelet DG rel – inhibitors of platelet dense granule secretion, primary screen, cell-based, MLPCN, human platelets; hit rate 0.22% among 300,000; human platelet-rich plasma, SFLLRN dense granule ATP release, luminescence; inhibition, %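 (compounds screened at 7.5 µM in platelet-rich plasma)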;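 active means mean replicate score, as percent of positive control, at or above 50; inconclusive means mean below 50 but at least one replicate at or above 50; inactive means mean and every replicate below 50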
HDAC3 inh – HDAC3 deacetylase inhibitors, primary screen, biochemical, fluorescence, cell-free homogeneous | Histone deacetylase 3 (Homo sapiens), O15379 | inhibition, % at 8.3 µM | recombinant HDAC3, fluorogenic peptide/trypsin coupled | hit rate 0.15% among 320,000; in the data active means inhibition above about 26%, passing the limit was not always enough; inconclusive means no clear call, values can overlap the other calls
AI-2 QS mod – Vibrio harveyi AI-2 quorum sensing modulators, primary screen, JMH597 strain, luminescence/OD600 ratio; Vibrio harveyi JMH597 AI-2 luminescence/OD600 ratio, 9 h; stronger effect = lower value; strain lacks LuxN and CqsS sensors; 0 = neutral-control median; activity change, % at 7.5 µM; hit rate 0.4% among 300,000; AID 2094, 2009; in the data active means activity change below about -75%, passing the limit was not always enough; inconclusive means no clear call, values can overlap the other calls;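 further: luminescence divided by OD600 gain over 9 h not by final OD600 alone; inactives centre near 13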
HSF1 inhib – HSF1 inhibitors in luciferase reporter cells, primary screen, cell-based, NIH3T3, luminescence. activity change, negative = inhibition, % at 7.5 µM (by protocol). NIH3T3-HGL HSE-luciferase, MG132-induced, luminescence 8 h; stronger effect = lower value. hit rate 0.77% among 300,000;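 active means more than half of replicate wells show activity change below -50%, luminescence cut by over half; inconclusive means some wells, but at most half, below -50%; inactive means no replicate well below -50%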;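 further: luciferase reports HSF-1 transcriptional activity via heat shock element; 0% = median of DMSO wells and -100% = zero luminescence signal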
GSK3B inh – human GSK3beta kinase inhibitors, primary screen, biochemical, cell-free homogeneous, HTS. activity score (negative = inhibition), % at 10 µM. hit rate 0.038% among 300,000. GST-GSK3beta kinase, ADP-Glo luminescence, 60 min; stronger effect = lower value. Glycogen synthase kinase-3 beta (Homo sapiens), P49841;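 active means more than half of replicate wells score below -50%, meaning over 50% inhibition versus plate controls; inconclusive means some replicates but at most half score below -50%; inactive means no replicate scores below -50%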;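 further: 0% = median DMSO wells and -100% = median GW8510 positive control wells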
Target sequence (P49841 whole entry, looked up): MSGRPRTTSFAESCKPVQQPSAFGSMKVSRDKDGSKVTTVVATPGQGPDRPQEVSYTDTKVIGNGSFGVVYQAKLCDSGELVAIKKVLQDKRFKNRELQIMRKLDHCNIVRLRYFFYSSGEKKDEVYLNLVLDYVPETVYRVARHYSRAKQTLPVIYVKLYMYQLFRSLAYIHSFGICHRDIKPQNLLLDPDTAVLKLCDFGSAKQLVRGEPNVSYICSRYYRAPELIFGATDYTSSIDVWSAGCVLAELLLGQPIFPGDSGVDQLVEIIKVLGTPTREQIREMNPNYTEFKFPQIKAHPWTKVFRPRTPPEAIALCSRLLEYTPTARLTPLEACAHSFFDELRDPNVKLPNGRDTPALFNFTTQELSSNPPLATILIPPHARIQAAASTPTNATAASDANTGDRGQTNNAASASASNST
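Test system: GST-fused GSK3beta enzyme, cell-free | Quantity: 1.6 ng GST-GSK3beta enzyme per well | Reagent: 25 µM ATP with peptide substrate | Schedule: 60 min enzyme reaction, room temperature | Signal: Luminescent ADP-Glo measurement of ADP formed | Read-out basis: Score relative to plate controls | Control set: DMSO and 20 µM GW8510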
HSP90 inh – HSP90 inhibitors, primary screen, cell lysate, luminescence; Heat shock protein HSP 90 (rabbit reticulocyte lysate; luciferase refolding); Rabbit reticulocyte lysate, luciferase refolding luminescence, 3 h; inhibition, % at 5.6 µM; hit rate 0.91% among 290,000; AID 1789, 2009;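 active means inhibition above the screen-wide mean plus 3 SD, computed separately per campaign, cut at about 16% in these data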;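 further: 0% = DMSO wells and 100% = 60 µM geldanamycin wells; inhibitors lower the luminescence because luciferase stays unfolded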
HSF-1 act – HSF-1 activators, primary screen, NIH3T3-HGL cells, MG132 stress, luminescence, single point; NIH3T3-HGL HSF-1 luciferase reporter, 8 h; 100% = twice DMSO control signal; activation, % at 9 µM; hit rate 1.7% among 300,000;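 active means mean replicate activation of at least 50% with a set share of replicates each reaching 50%; inconclusive means only one of those two conditions met; inactive means mean below 50% and too few replicates reaching it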;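 further: 0% = median of the neutral control wells and 100% = twice that signal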
GSK3 alpha inh – blockers of GSK3A enzyme activity – biochemical, luminescence, cell-free homogeneous, HTS, primary screen; Glycogen synthase kinase-3 alpha (Homo sapiens), P49840; inhibition, % at 10 µM; GSK-3 alpha kinase, ADP-Glo luminescence, 60 min; hit rate 0.1% among 320,000;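 in the data active means inhibition above about 50%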;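 further: GST-tagged GSK-3 alpha with peptide substrate and 25 µM ATP; 0% = DMSO neutral wells and 100% = GW8510 positive control wells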
Target sequence (P49840 whole entry, looked up): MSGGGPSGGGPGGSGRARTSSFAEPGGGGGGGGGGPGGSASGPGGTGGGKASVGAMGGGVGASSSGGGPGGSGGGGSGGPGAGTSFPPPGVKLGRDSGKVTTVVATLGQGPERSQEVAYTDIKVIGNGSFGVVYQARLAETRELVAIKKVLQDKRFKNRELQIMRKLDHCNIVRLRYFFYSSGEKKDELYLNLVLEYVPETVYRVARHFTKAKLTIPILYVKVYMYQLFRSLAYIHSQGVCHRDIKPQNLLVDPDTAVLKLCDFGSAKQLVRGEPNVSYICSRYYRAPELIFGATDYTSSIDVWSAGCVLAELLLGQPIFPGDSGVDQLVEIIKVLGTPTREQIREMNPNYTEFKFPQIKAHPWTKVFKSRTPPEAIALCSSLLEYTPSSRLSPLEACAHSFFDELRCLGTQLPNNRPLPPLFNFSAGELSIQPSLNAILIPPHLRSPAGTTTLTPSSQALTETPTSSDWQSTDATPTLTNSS
* hit, by the source's call; i = inactive; ? = inconclusive; / = no result given.

1	COc1ccccc1NC(=O)Nc1ccc(Cc2ccncc2)cc1
2	COc1ccccc1NC(=O)Cn1cnc2c(cnn2-c2ccc(C)c(C)c2)c1=O
3	COc1ccc(CCNC(=O)C(C(=O)c2ccccc2)n2cc(Cl)ccc2=O)cc1OC (stereo not drawn)
4	O=C(CC1C(=O)NCCN1Cc1cccc(C(F)(F)F)c1)NCCCOc1cccnc1 (stereo not drawn)
5	O=C1CCCC2=C1C(c1ccccc1)CC(=O)N2c1ccccc1 (stereo not drawn)
6	CCOc1ccc(N2C(=O)CC(N3CCC(NC(=O)Nc4ccccc4)CC3)C2=O)cc1 (stereo not drawn)
Screen / compound no.	1	2	3	4	5	6
PolyA inhibitor	i	i	i	i	i	i
DYRK1A inh	-2	0	4	-5	-2	-1
Platelet DG rel	4	0	-9	-7	-3	4
HDAC3 inh	-1	1	-3	2	5	-2
AI-2 QS mod	40	16	16	55	7	17
HSF1 inhib	10	6	-6	1	14	5
GSK3B inh	-1	2	-29	/	1	1
HSP90 inh	0	2	-4	-4	-2	0
HSF-1 act	15	7	-6	-3	10	24
GSK3 alpha inh	-1	-5	-1	0	-1	3

7	O=[N+]([O-])c1ccc(N2CCC(=NOCc3ccc(Cl)cc3)CC2)cc1
8	Cc1cc(NC(=O)CCSc2ccccc2)ccc1Br
9	CCc1ccc(N2C(=O)CC(NNc3nc4ccccc4s3)C2=O)cc1 (stereo not drawn)
10	COC(=O)N/N=C(\C)c1ccco1
11	O=C(NCc1ccc2c(c1)OCO2)C1CCCN1S(=O)(=O)c1ccc(Cl)cc1 (stereo not drawn)
12	COc1cc2c(cc1OC)CN(C(=O)/C=C/c1cc(OC)c(OC)c(OC)c1)CC2
Screen / compound no.	7	8	9	10	11	12
PolyA inhibitor	i	i	i	i	i	i
DYRK1A inh	6	5	/	-2	0	6
Platelet DG rel	-5	-1	-3	-2	-3	-4
HDAC3 inh	5	4	?	9	9	-5
AI-2 QS mod	48	-87*	42	7	7	-3
HSF1 inhib	-3	14	162	-6	1	-6
GSK3B inh	1	-2	-2	2	-6	-5
HSP90 inh	-1	-3	1	6	2	-2
HSF-1 act	-6	32	220*	-2	-12	2
GSK3 alpha inh	1	-3	2	0	-3	1

13	COc1cccc(/C=N/NC(=O)CNC(=O)c2cccnc2)c1O
14	O=C(Cc1ccccc1)Nc1ccc(NC(=O)c2cccs2)c(Cl)c1
15	CCOc1cc(/C=N\NC(=O)OC)ccc1OC(=O)c1ccco1
16	Cc1noc(C)c1C(=O)N1CCCC(C(=O)c2ccc(Cl)cc2)C1 (stereo not drawn)
17	COc1ccc(-n2c(=S)[nH]c3cc(C(=O)NCCCN4CCCC4=O)ccc3c2=O)cc1OC
18	CCOC(=O)c1c(C)[nH]c(C(=O)Cn2nnc(-c3ccc(Cl)cc3)n2)c1C
Screen / compound no.	13	14	15	16	17	18
PolyA inhibitor	i	i	i	i	i	i
DYRK1A inh	-2	-2	-1	3	-2	1
Platelet DG rel	-4	-1	4	-7	-2	-4
HDAC3 inh	0	-8	1	-4	0	0
AI-2 QS mod	5	32	-2	11	21	14
HSF1 inhib	-5	13	4	12	2	2
GSK3B inh	5	6	-2	1	-2	-1
HSP90 inh	-5	3	4	2	6	1
HSF-1 act	-10	0	1	30	13	-7
GSK3 alpha inh	-1	-1	1	7	2	1

19	OCCN1CCN(CC(O)COCc2ccc3c(c2)OCO3)CC1 (stereo not drawn)
20	COc1ccc(NC(=O)C(C)N2c3cccc4cccc(c34)S2(=O)=O)c(OC)c1 (stereo not drawn)
21	COCC1CCCCN1C(=O)c1ccc2oc(CCc3ccccc3)nc2c1 (stereo not drawn)
22	OCCN1CCN(Cc2cc(Br)cc(Br)c2O)CC1
23	N#Cc1ccc(Oc2nc(Nc3ccc(F)cc3)nc(N3CCCC3)n2)cc1
24	CCn1c(SCC(=O)Nc2ccc3c(c2)c2ccccc2n3CC)nnc1-c1ccco1
Screen / compound no.	19	20	21	22	23	24
PolyA inhibitor	i	i	i	i	i	i
DYRK1A inh	1	-8	12	2	3	/
Platelet DG rel	4	1	0	-9	0	-9
HDAC3 inh	3	-3	-8	6	8	10
AI-2 QS mod	7	2	7	14	23	11
HSF1 inhib	0	2	16	-3	2	2
GSK3B inh	4	3	-1	-1	-1	2
HSP90 inh	1	2	-4	-3	0	-2
HSF-1 act	-2	8	32	-9	-14	8
GSK3 alpha inh	-1	-1	0	0	0	-4

25	CCCn1c(SCC#N)nc2c(c1=O)C1(CCCC1)Cc1ccccc1-2
26	COc1ccccc1CN1CC(C(=O)NCCc2ccc(C)o2)CCC1=O (stereo not drawn)
27	Cc1ccc2c(cnn2C(=O)CCC(=O)NCc2ccccc2Cl)c1
28	Cc1cccc(N=C/C(C(=O)C(F)(F)F)=C(\O)c2ccco2)c1
29	CS(=O)(=O)Nc1ccc(C2=NN(C(=O)c3ccco3)C(c3cccc(F)c3)C2)cc1 (stereo not drawn)
30	Cc1ccc(/C=C(\NC(=O)c2ccccc2)C(=O)NCCN2CCOCC2)o1
Screen / compound no.	25	26	27	28	29	30
PolyA inhibitor	i	i	i	i	i	i
DYRK1A inh	3	-9	0	0	10	-11
Platelet DG rel	0	-44	0	17	-13	0
HDAC3 inh	-3	0	-7	5	0	6
AI-2 QS mod	4	10	17	20	11	16
HSF1 inhib	14	9	-1	7	-1	-3
GSK3B inh	0	-1	3	-2	-3	-1
HSP90 inh	1	-6	-4	4	2	-3
HSF-1 act	32	-2	-7	24	13	1
GSK3 alpha inh	-1	-4	0	2	9	5

31	Cc1onc(-c2ccccc2Cl)c1C(=O)NCCn1ccc2ccccc21
32	COc1ccc(N(CC(=O)Nc2cccc(C(F)(F)F)c2)S(=O)(=O)c2c(C)[nH]c(=O)[nH]c2=O)cc1
33	COc1ccc(/C=C(/NC(=O)c2ccccc2)C(=O)N2CCCC2)cc1
34	COc1cccc2sc(Nc3nnc(-c4ccc(F)cc4)o3)nc12
35	CCN(CC)C(=O)C(=O)N/N=C/c1ccc(C(=O)O)cc1
36	CCOc1ccc(NC(=O)CC2CC(C)(C)OC2=O)cc1 (stereo not drawn)
Screen / compound no.	31	32	33	34	35	36
PolyA inhibitor	i	i	i	/	i	i
DYRK1A inh	4	/	-2	2	-1	-2
Platelet DG rel	-13	-2	-7	-2	-2	0
HDAC3 inh	0	2	3	-50	-1	-1
AI-2 QS mod	25	19	-1	20	8	19
HSF1 inhib	5	1	-5	4	-3	-5
GSK3B inh	0	4	-5	3	3	-2
HSP90 inh	-2	-6	1	-1	1	1
HSF-1 act	-2	0	12	6	-12	-9
GSK3 alpha inh	-5	-3	-1	-43	0	0

37	Fc1ccc(CNCc2cccc(Br)c2)cc1
38	O=C(NN=C1CCCC1)c1sc2ccccc2c1Cl
39	COc1ccc(N=c2oc3ccc(OC)cc3cc2-c2nc3ccccc3[nH]2)cc1
40	Cc1ccc(CNC(=O)C2c3ccccc3C(=O)N3CCc4ccccc4C23)o1 (stereo not drawn)
41	Cc1cc(CN(C)C(=O)c2cc(COc3ccc(C)c(C)c3)on2)on1
42	COc1ccc(CCC(=O)NC2=NCCS2)cc1OC
43	N#CCCN(CCC#N)C(=O)C1c2ccccc2Oc2ccccc21
44	O=C(Cn1cnc2c(nnn2Cc2ccccc2)c1=O)N1CCN(c2ccccc2)CC1
45	CCc1ccc(N2C(=O)CC(c3ccc(F)cc3)C3=C2COC3=O)cc1 (stereo not drawn)
Screen / compound no.	37	38	39	40	41	42	43	44	45
PolyA inhibitor	i	i	i	i	i	i	i	i	i
DYRK1A inh	-8	3	4	42	9	-1	-5	1	-1
Platelet DG rel	-4	3	2	1	-2	/	-2	-1	7
HDAC3 inh	-1	1	3	11	-1	-1	0	/	-8
AI-2 QS mod	21	7	12	10	?	/	7	1	11
HSF1 inhib	-6	6	31	12	27	-3	-1	-7	1
GSK3B inh	1	2	1	0	0	/	1	-1	0
HSP90 inh	-2	-1	1	2	-1	0	-4	2	2
HSF-1 act	5	38	58*	13	20	-12	-1	-13	9
GSK3 alpha inh	0	0	-1	3	4	-2	2	-2	-2

An excerpt, so the mix of outcomes need not match the whole.
